T cell modulator: T cell immune modulators affecting CD8 T cell-vesicle binding | calls only at 7 µM | actives 0.068% (n = 330,000) | 2C CD8+ T cell-vesicle binding, flow cytometry; active compounds read low;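 active means response, share of CD8 T cells binding vesicles, and their 90th percentile fluorescence all below set limits, cut at about 80% in these data, passing the limit was not always enough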
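Also added: QL9-peptide-loaded Drosophila micro-vesicles bearing Ld, ICAM-1 and B7-1; Test system: purified 2C TCR transgenic mouse naive CD8+ T cells; Measured by: cytometric PE anti-B7-1 and Alexa647 anti-CD8 signals after 1% paraformaldehyde fixation; Timing: binding step 1.5 h, 37 °C, antibody labelling 20 min, ice.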
T cell modulator vesicle-bound %: also measured in T cell modulator; calls as there; double positive events, %; measured here: CD8+ vesicle-bound cell fraction;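 binding gate set so that unloaded-vesicle control wells show 10% double positive cells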
* = called active by the depositor.

Sample of the layout (two entries):
Cc1ccccc1-n1ncc2c1CC(C)(C)CC2NC(=O)CCC1=NNC(=O)CC1 (stereo unspecified) was read as T cell modulator inactive and T cell modulator vesicle-bound % 19.
CN(C)S(=O)(=O)c1cccc(CSCc2cccc(S(=O)(=O)N(C)C)c2)c1 was read as T cell modulator inactive and T cell modulator vesicle-bound % 15.

Main list, previewed entries included:
Cc1ccccc1-n1ncc2c1CC(C)(C)CC2NC(=O)CCC1=NNC(=O)CC1 (stereo unspecified) was read as T cell modulator inactive and T cell modulator vesicle-bound % 19.
CN(C)S(=O)(=O)c1cccc(CSCc2cccc(S(=O)(=O)N(C)C)c2)c1 was read as T cell modulator inactive and T cell modulator vesicle-bound % 15.
For Cc1cccc(N2CCN(C(=O)CCCCCn3c(=S)[nH]c4ccc(N5CCOCC5)cc4c3=O)CC2)c1C the results were T cell modulator inactive and T cell modulator vesicle-bound % 9.
For N#CCC(=O)N/N=C\c1cc(Br)ccc1OC/C=C/c1ccccc1 the results were T cell modulator inactive and T cell modulator vesicle-bound % 4.
Screening CCc1ccccc1NC(=O)Cn1ccn(-c2ccc(OC)cc2)c(=O)c1=O returned T cell modulator inactive and T cell modulator vesicle-bound % 5.
For NC(=O)CC(NC(=O)Cc1ccc(Br)cc1)c1ccc(N2CCc3ccccc3C2)c([N+](=O)[O-])c1 (stereo unspecified) the results were T cell modulator inactive and T cell modulator vesicle-bound % 18.
`COc1ccc(N(Cc2cc3ccc(C)cc3[nH]c2=O)S(=O)(=O)c2ccccc2)cc1` gave T cell modulator inactive and T cell modulator vesicle-bound % 49.
`COC(=O)C(C)n1cnc2c(nnn2-c2ccc(C)cc2)c1=O` (stereo unspecified) gave T cell modulator inactive and T cell modulator vesicle-bound % 43.
`CCOc1ccc(S(=O)(=O)N2CCOCC2)cc1NC(=O)CSCc1ccc(C)cc1` gave T cell modulator inactive and T cell modulator vesicle-bound % 40.
Fc1cccc(CNCC2CCCO2)c1 (stereo unspecified) was read as T cell modulator inactive and T cell modulator vesicle-bound % 45.
CC(C)Cc1nccs1 was read as T cell modulator inactive and T cell modulator vesicle-bound % 3.
Screening Cc1ccccc1N(CC(=O)NCCc1ccccc1)C(=O)c1csnn1 returned T cell modulator inactive and T cell modulator vesicle-bound % 51.
Screening CCc1c(C)nc(N2CCN(c3ccccc3)CC2)[nH]c1=O returned T cell modulator inactive and T cell modulator vesicle-bound % 22.
Screening CC(C)[C@H](NC(=O)[C@@H]1Cc2ccccc2CN1C(=O)OC(C)(C)C)C(=O)NCc1ccco1 returned T cell modulator inactive and T cell modulator vesicle-bound % 14.
Cc1ccc(C)c(S(=O)(=O)N2CCCOC2CNC(=O)C(=O)NCc2cccs2)c1 (stereo unspecified) was read as T cell modulator inactive and T cell modulator vesicle-bound % 12.
For CCc1cc(C(=O)OC)c(NC(=O)CSc2nccn2C)s1 the results were T cell modulator inactive and T cell modulator vesicle-bound % 47.
Cn1c(N)c(C(=O)CSc2nnc(C3CC3)n2Cc2ccccc2)c(=O)n(C)c1=O was read as T cell modulator inactive and T cell modulator vesicle-bound % 44.
`CCCSCCCNC(=O)c1ccc(C)c(NC(=O)C2=C(C)OCCS2)c1` gave T cell modulator inactive and T cell modulator vesicle-bound % 22.
`COc1ccc(NC(=O)CN(C)C(=O)c2oc3c(ccc4ccccc43)c2C)cc1` gave T cell modulator inactive and T cell modulator vesicle-bound % 43.
`CC(C)(C)c1ccc(-n2ncc3c2CCCC3NC(=O)c2csnn2)cc1` (stereo unspecified) gave T cell modulator inactive and T cell modulator vesicle-bound % 6.
Screening CCCNc1c(NS(=O)(=O)c2ccc(C)c(C)c2)c(=O)oc2ccccc12 returned T cell modulator inactive and T cell modulator vesicle-bound % 6.
For CCOC(=O)c1ccccc1NC(=O)CSc1nc2ccccc2c(=O)n1CCCN1CCOCC1 the results were T cell modulator inactive and T cell modulator vesicle-bound % 28.
O=C(NCc1ccccc1Cl)C1CCC(=O)N(C2CCCC2)C1 (stereo unspecified) was read as T cell modulator inactive and T cell modulator vesicle-bound % 4.
Cc1csc(=O)n1CC(=O)OCC(=O)Nc1cc([N+](=O)[O-])ccc1Cl was read as T cell modulator inactive and T cell modulator vesicle-bound % 49.
CCC/C(=C1/c2ccccc2C(=O)N1c1ccccc1)c1ccc2[nH]ccc2c1 was read as T cell modulator inactive and T cell modulator vesicle-bound % 11.
Cc1ccc(S(=O)(=O)N(C)C)cc1NC(=O)COC(=O)CCC1CCCCC1 was read as T cell modulator inactive and T cell modulator vesicle-bound % 33.
`CC(=O)c1sc(NC(=O)c2cnc(Cl)c(Cl)c2)nc1C` gave T cell modulator inactive and T cell modulator vesicle-bound % 26.
`Cc1ccc2oc(C(=O)N3CCN(Cc4ncccc4C)CC3)c(C)c2c1` gave T cell modulator inactive and T cell modulator vesicle-bound % 67.
Screening COc1ccc(CCNC(=O)c2nnc(CS(=O)(=O)c3ccccc3)o2)cc1OC returned T cell modulator inactive and T cell modulator vesicle-bound % 54.
`Cc1ccc(NC(=O)COC(=O)Cc2ccc(Br)cc2)cc1S(=O)(=O)N1CCOCC1` gave T cell modulator inactive and T cell modulator vesicle-bound % 42.
`COc1ccc(NC(=O)CN(C)C(=O)C(C)Oc2ccc(Br)cc2)cc1` (stereo unspecified) gave T cell modulator inactive and T cell modulator vesicle-bound % 50.
`O=C(c1ccccc1)c1ccc(-n2cnnc2)c([N+](=O)[O-])c1` gave T cell modulator inactive and T cell modulator vesicle-bound % 20.
For Cc1nc(SCc2nc3ccc(Cl)cc3[nH]2)c2oc3ccccc3c2n1 the results were T cell modulator inactive and T cell modulator vesicle-bound % 17.
`O=C(O)c1cccc(Nc2ccc([N+](=O)[O-])cn2)c1` gave T cell modulator inactive and T cell modulator vesicle-bound % 50.
Cc1ccc(S(=O)(=O)N2CCN(C(=O)C3CCCO3)CC2)cc1C (stereo unspecified) was read as T cell modulator inactive and T cell modulator vesicle-bound % 61.
CC(=O)Nc1ccc(S(=O)(=O)N(C)CC(=O)N/N=C/c2ccncc2)cc1 was read as T cell modulator inactive and T cell modulator vesicle-bound % 25.
CC1CCC2C(C1)OS(=O)(=O)NC2(C)C (stereo unspecified) was read as T cell modulator inactive and T cell modulator vesicle-bound % 27.
For CC1(c2ccc([N+](=O)[O-])cc2)NC(=O)N(CC(=O)c2ccc3c(c2)OCO3)C1=O (stereo unspecified) the results were T cell modulator inactive and T cell modulator vesicle-bound % 25.
For CC(C)(C)OC(=O)C[C@@H]1C/C=C\C[C@H](CC(=O)N[C@H](CO)Cc2ccccc2)C(=O)N[C@H](C(C)(C)C)COC1=O the results were T cell modulator inactive and T cell modulator vesicle-bound % 11.
For O=C(OC1CCCCC1=O)c1cccc(S(=O)(=O)N2CCOCC2)c1 (stereo unspecified) the results were T cell modulator inactive and T cell modulator vesicle-bound % 40.
`CCOC(=O)C1CCN(CC(=O)Nc2ccc(S(=O)(=O)N3CCC(C)CC3)cc2)CC1` gave T cell modulator inactive and T cell modulator vesicle-bound % 42.
Screening O=C(CN(Cc1ccccc1)C(=O)CCC(=O)Nc1nccs1)NCc1ccccc1 returned T cell modulator inactive and T cell modulator vesicle-bound % 13.
`C/C(=N/NS(=O)(=O)c1ccc(C)cc1)c1c[nH]c2ccccc12` gave T cell modulator inactive and T cell modulator vesicle-bound % 73.
For CCN(CC)Cc1c(C(=O)N/N=C/c2ccc(C)o2)nnn1-c1nonc1N the results were T cell modulator inactive and T cell modulator vesicle-bound % 46.
`Cc1ccc(/C=C2\SC(=S)N(CCC(=O)Nc3ccc(O)cc3)C2=O)cc1` gave T cell modulator inactive and T cell modulator vesicle-bound % 61.
Screening CCCn1c(=O)c2sccc2n2c(CCCC(=O)NCC3CCCO3)nnc12 (stereo unspecified) returned T cell modulator inactive and T cell modulator vesicle-bound % 18.
Screening CCc1nnc(NC(=O)CSc2nc3[nH]c(=O)cc(O)c3s2)s1 returned T cell modulator inactive and T cell modulator vesicle-bound % 34.
`CC(NC(=O)COC(=O)C12CC3CC(CC(Br)(C3)C1)C2)c1ccccc1` (stereo unspecified) gave T cell modulator inactive and T cell modulator vesicle-bound % 8.
For CC(C)(C)C(Cn1ccnc1)NC(=O)c1ccc2nc(C3CC3)oc2c1 (stereo unspecified) the results were T cell modulator inactive and T cell modulator vesicle-bound % 17.
`Cc1ccc(CNS(=O)(=O)c2ccc(CN3C(=O)c4cccnc4C3=O)cc2)o1` gave T cell modulator inactive and T cell modulator vesicle-bound % 30.
Screening CCn1ccc2c(OCC(=O)NCCc3ccc(OC)c(OC)c3)cccc2c1=O returned T cell modulator inactive and T cell modulator vesicle-bound % 36.
For CCOc1ccccc1NC(=O)COC(=O)Cc1ccsc1 the results were T cell modulator inactive and T cell modulator vesicle-bound % 33.
Screening O=C(N/N=C/c1cccnc1)c1ccc(O)cc1 returned T cell modulator inactive and T cell modulator vesicle-bound % 40.
`O=C(Nc1ccc(N2CCOCC2)cc1)c1cc(-n2cnnc2)ccc1Cl` gave T cell modulator inactive and T cell modulator vesicle-bound % 15.
For CN1c2ccccc2Sc2cc(N)ccc21 the results were T cell modulator inactive and T cell modulator vesicle-bound % 47.
For Cn1c(N)c(C(=O)CSc2nnc(C3CC3)n2-c2ccccc2)c(=O)[nH]c1=O the results were T cell modulator inactive and T cell modulator vesicle-bound % 18.
Screening CCN(CC(=O)Nc1c(F)cccc1F)C(=O)CCSc1ccc(F)cc1 returned T cell modulator inactive and T cell modulator vesicle-bound % 18.
`Cc1ccccc1OCCOC(=O)c1ccc(S(=O)(=O)N2CCCC2)cc1` gave T cell modulator inactive and T cell modulator vesicle-bound % 40.
Screening CC(Sc1ccccc1)C(=O)N/N=C/c1ccccc1 (stereo unspecified) returned T cell modulator inactive and T cell modulator vesicle-bound % 41.
Screening CC1CC(C)CN(CCCNC(=O)c2ccc3c(c2)ncn3C2CCCC2)C1 (stereo unspecified) returned T cell modulator inactive and T cell modulator vesicle-bound % 14.
CC(C)(C)c1cc(Cl)ccc1OCCn1ccnc1 was read as T cell modulator inactive and T cell modulator vesicle-bound % 48.
CCOC(=O)c1ccccc1NS(=O)(=O)c1c(C)nc2sccn2c1=O was read as T cell modulator inactive and T cell modulator vesicle-bound % 9.
`Cc1cc(C)c(C#N)c(Nc2ccccc2C)n1` gave T cell modulator inactive and T cell modulator vesicle-bound % 22.
For CC1Sc2ccc(S(=O)(=O)CCC(=O)N3CCN(c4cccc(Cl)c4)CC3)cc2NC1=O (stereo unspecified) the results were T cell modulator inactive and T cell modulator vesicle-bound % 12.
CCCNC(=O)Cn1c(=O)oc2cc(S(=O)(=O)N3CCCC3)ccc21 was read as T cell modulator inactive and T cell modulator vesicle-bound % 34.
For Cc1cc(C)c(C)c(S(=O)(=O)Nc2cccc(S(=O)(=O)Nc3ccccc3C(=O)O)c2)c1C the results were T cell modulator inactive and T cell modulator vesicle-bound % 40.
`Clc1c(-c2ccccc2)nc2ccccn12` gave T cell modulator inactive and T cell modulator vesicle-bound % 41.
CCS(=O)(=O)N1Cc2ccccc2CC1C(=O)Nc1ccc(OC)cc1OC (stereo unspecified) was read as T cell modulator inactive and T cell modulator vesicle-bound % 23.
`O=C(Cc1cccs1)NCc1cccc(C(F)(F)F)c1` gave T cell modulator inactive and T cell modulator vesicle-bound % 14.
Screening O=C(COC(=O)CNC(=O)c1ccccc1F)Nc1ccc2c(c1)OCO2 returned T cell modulator inactive and T cell modulator vesicle-bound % 23.
For CCN(CC)S(=O)(=O)c1ccc(N2CCOCC2)c(NC(=O)c2ccco2)c1 the results were T cell modulator inactive and T cell modulator vesicle-bound % 44.
For Cc1nc2ccc(NC(=O)CCC3CCCC3)cc2s1 the results were T cell modulator inactive and T cell modulator vesicle-bound % 27.

Sorted by heavy-atom count (low to high): part of the list above
`Clc1c(-c2ccccc2)nc2ccccn12` gave T cell modulator inactive and T cell modulator vesicle-bound % 41.
`Cc1cc(C)c(C#N)c(Nc2ccccc2C)n1` gave T cell modulator inactive and T cell modulator vesicle-bound % 22.
CC(C)(C)c1cc(Cl)ccc1OCCn1ccnc1 was read as T cell modulator inactive and T cell modulator vesicle-bound % 48.
`O=C(Cc1cccs1)NCc1cccc(C(F)(F)F)c1` gave T cell modulator inactive and T cell modulator vesicle-bound % 14.
CCCNC(=O)Cn1c(=O)oc2cc(S(=O)(=O)N3CCCC3)ccc21 was read as T cell modulator inactive and T cell modulator vesicle-bound % 34.
CCOC(=O)c1ccccc1NS(=O)(=O)c1c(C)nc2sccn2c1=O was read as T cell modulator inactive and T cell modulator vesicle-bound % 9.
Screening O=C(COC(=O)CNC(=O)c1ccccc1F)Nc1ccc2c(c1)OCO2 returned T cell modulator inactive and T cell modulator vesicle-bound % 23.
CCS(=O)(=O)N1Cc2ccccc2CC1C(=O)Nc1ccc(OC)cc1OC (stereo unspecified) was read as T cell modulator inactive and T cell modulator vesicle-bound % 23.
For CC1Sc2ccc(S(=O)(=O)CCC(=O)N3CCN(c4cccc(Cl)c4)CC3)cc2NC1=O (stereo unspecified) the results were T cell modulator inactive and T cell modulator vesicle-bound % 12.
For Cc1cc(C)c(C)c(S(=O)(=O)Nc2cccc(S(=O)(=O)Nc3ccccc3C(=O)O)c2)c1C the results were T cell modulator inactive and T cell modulator vesicle-bound % 40.

(listing goes on)
For Oc1ccccc1N1CCN(Cc2ncc(-c3ccccc3)o2)CC1 the results were T cell modulator inactive and T cell modulator vesicle-bound % 38.
`O=[N+]([O-])c1ccc(Cl)c(C[n+]2cccc3ccccc32)c1` gave T cell modulator inactive and T cell modulator vesicle-bound % 41.
COc1ccccc1C1CCN(C(=O)C2CCCCC2)CC1 was read as T cell modulator inactive and T cell modulator vesicle-bound % 64.
Cc1ccc(S(=O)(=O)N2CCCC(C(=O)N3CCN(c4ccccc4)CC3)C2)cc1 (stereo unspecified) was read as T cell modulator inactive and T cell modulator vesicle-bound % 10.
For CN1CCN(Cc2nnc(-c3ccccc3)o2)CC1 the results were T cell modulator inactive and T cell modulator vesicle-bound % 62.

From PubChem BioAssay

Not all compounds are listed, so the mix of outcomes need not match the whole.
